# Assay outcomes from PubChem BioAssay.
# esBAF inh = blocks esBAF chromatin remodeling in mouse ES cells | Bmi1-luciferase knock-in reporter, 24 h; 100% = twice the neutral-well signal | reporter increase, % at 12.5 µM | hit rate 2% among 350,000; in the data active = activation above about 40%;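 also: 0% = median of the plate's neutral control wells and 100% = double that signal; a rise in the Bmi1 reporter signal indicates esBAF inhibition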
# Xi reactivation = activators of X-chromosome reactivation in mouse fibroblasts | XiGFP mouse fibroblasts, % GFP-positive cells imaging, 3 d; cells co-treated with 5-aza-dC sensitizer; scaled so ellipticine positive control = 100% | activation, % at 7.58 µM | hit rate 0.055% among 360,000;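 active = mean normalized replicate activation at least 10% and every replicate at or above 10%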;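 also: 0% = median of on-plate neutral control wells and 100% = ellipticine 6 µM median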
#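 assay system = SV40-immortalized XiGFP fibroblast cells, line 68-5-11 | buffer or medium = DMEM plus 5-aza-dC sensitizer | doses = single-point pinned compound dosing | times = 3-day compound exposure, then 15 min fixation at room temperature | benchmarks = positive control ellipticine, 6 µM final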
# RAD52 anneal inh = RAD52 (human) annealing inhibition | AID 651710 | P43351 | hit rate 0.46% among 360,000 | inhibition, % at 18.7 µM | recombinant RAD52 DNA annealing, FRET fluorescence;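 active = every replicate showing at least 50% inhibition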
# ERAP1 inh = blocks human ERAP1 aminopeptidase activity; Q9NZ08; recombinant ERAP1, Leu-AMC fluorescence, 60 min; inhibition, % at 10.7 µM; hit rate 0.15% among 340,000; AID 652197;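 active = mean replicate inhibition of at least 30%, or all replicates individually reaching that 30% level; inactive = mean below 30% and not every replicate reaching it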;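 also: 0% = neutral control wells and 100% = L-leucinethiol positive control wells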
# Target sequence (Q9NZ08 whole entry, looked up): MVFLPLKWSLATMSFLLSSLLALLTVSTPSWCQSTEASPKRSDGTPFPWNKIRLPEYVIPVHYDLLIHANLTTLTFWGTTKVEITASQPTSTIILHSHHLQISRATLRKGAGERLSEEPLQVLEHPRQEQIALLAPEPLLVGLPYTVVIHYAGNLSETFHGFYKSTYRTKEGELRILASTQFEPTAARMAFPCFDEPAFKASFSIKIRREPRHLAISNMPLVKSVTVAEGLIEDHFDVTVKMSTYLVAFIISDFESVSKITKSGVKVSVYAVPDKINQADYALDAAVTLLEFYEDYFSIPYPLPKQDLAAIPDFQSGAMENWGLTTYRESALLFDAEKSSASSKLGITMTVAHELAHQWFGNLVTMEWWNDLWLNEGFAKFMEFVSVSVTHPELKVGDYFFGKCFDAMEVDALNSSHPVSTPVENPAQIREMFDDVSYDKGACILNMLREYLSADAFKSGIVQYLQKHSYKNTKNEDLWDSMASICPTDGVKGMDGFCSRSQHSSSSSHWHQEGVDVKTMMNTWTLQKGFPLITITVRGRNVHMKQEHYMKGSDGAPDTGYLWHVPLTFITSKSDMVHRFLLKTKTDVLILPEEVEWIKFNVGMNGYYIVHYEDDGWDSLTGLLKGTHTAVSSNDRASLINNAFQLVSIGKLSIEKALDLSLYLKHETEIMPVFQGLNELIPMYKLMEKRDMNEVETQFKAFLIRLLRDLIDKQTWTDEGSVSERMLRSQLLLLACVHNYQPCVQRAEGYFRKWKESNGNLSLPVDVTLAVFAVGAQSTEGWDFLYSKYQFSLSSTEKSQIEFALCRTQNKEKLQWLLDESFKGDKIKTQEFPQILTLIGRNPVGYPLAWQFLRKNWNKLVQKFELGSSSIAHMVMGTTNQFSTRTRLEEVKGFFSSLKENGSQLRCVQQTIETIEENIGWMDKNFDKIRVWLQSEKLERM
# F508del corr = correctors of CFTR F508del function in bronchial epithelial cells; AID 720511; activity (quench increase), % at 7.58 µM; CFBE cells, YFP halide quenching; stimulated with forskolin plus potentiator P3; % fluorescence drop versus neutral controls; hit rate 0.36% among 350,000;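 active = mean added fluorescence quench of at least 8% versus neutral control, with both replicates also reaching 8%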;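 also: cells transiently co-express mutant CFTR-F508del with the halide-sensitive YFP; corrector assay measuring rescue of mutant channel to the surface after 24 h compound exposure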
# GSIS activator = GLuc luminescence reporter in INS-1E cells, primary screen for activators of glucose-dependent secretion of insulin. INS-1E GLuc reporter insulin secretion, 2-3 h. activation, % at 16.6 µM. hit rate 0.61% among 370,000. AID 743287;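 active = lowest replicate activation of at least 40%, so every replicate reaches that level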;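 also: 0% = median of neutral control wells and 100% = median of IBMX positive control wells; some compounds called inactive have numbers as strong as hits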
# ARNT-TACC3 inh = disrupts binding between human ARNT and TACC3. Q9Y6A5. AlphaScreen His-ARNT PAS-B/GST-TACC3 binding, luminescence; TACC3 fragment carries E629A point mutation. inhibition, % at 9.99 µM. hit rate 0.66% among 390,000;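 active = mean inhibition of replicates at least 50% and at least half of replicates each reaching 50%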;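 also: 0% = complete ARNT plus TACC3 wells and 100% = ARNT alone without TACC3; many hits fall short of the cut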
# RAD54 inh = blocks human RAD54 Holliday junction branch migration. Q92698. FAM/BHQ fluorescence. AID 602329. hit rate 0.14% among 360,000. inhibition, % at 10.4 µM;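 active = mean normalized replicate activity at least 40 and at least half of replicates scoring 40 or more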;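 also: 0% = median of neutral control wells and 100% = median of positive control wells; inhibitors cause a drop in the FAM fluorescence signal; in these data hits start at about 50%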
# The depositor's hits bear a star; . = not tested or not shown; & = joins results of further samples.
mol	GSIS activator	RAD52 anneal inh	Xi reactivation	ERAP1 inh	esBAF inh	F508del corr	ARNT-TACC3 inh	RAD54 inh
CCC(=O)Nc1ccc2c(c1)nc(CCN1CCN(c3ccccn3)CC1)n2C	2	-5	0.0	-6	-3	-1.1	.	-3
C[C@@H]1CN([C@H](C)CO)C(=O)c2cc(-c3ccc(F)cc3)cnc2O[C@H]1CN(C)Cc1cccnc1	13	-8	-0.4	4	2	0.3	-4	-8
COC(=O)C1=C(C)N(Cc2ccc(C(F)(F)F)cc2)C(=NCc2ccccc2)NC1c1ccc(Cl)cc1 (stereo not given)	726*	-3	-0.1	-2	.	1.6	.	.
Cc1ccc(F)cc1C(=O)N1CCCCC1c1cc(C(=O)Nc2cccc(C#N)c2)no1 (stereo not given)	-14	0	0.1	8	-3	0.3	.	0
Cn1c(-c2cccc([N+](=O)[O-])c2)cnc1NCc1cccc(F)c1	-6	5	0.0	-2	1	-0.9	8	9
C[C@@H]1CN([C@H](C)CO)C(=O)c2cc(NC(=O)CCCCCC(=O)Nc3ccccc3N)ccc2O[C@@H]1CN(C)C(=O)Nc1ccc(F)cc1	-5	15	1.6	0	.	2.6	.	.
CCN(CC(=O)NCc1cccs1)C(=O)c1cccc(Cl)c1	0	-15	0.1	-1	-2	-1.4	-13	-5
CC(C)(C)c1ccc(C(CC(=O)O)NC(=O)Cc2ccc(Cl)cc2)cc1 (stereo not given)	-17	-18	-0.1	1	5	-3.4	-23	0
C[C@@H]1CN([C@@H](C)CO)S(=O)(=O)c2ccc(-c3cncnc3)cc2O[C@H]1CN(C)Cc1ccccc1	-5	4	-1.4	-3	-4	-0.2	1	-2
C[C@@H]1CN([C@H](C)CO)C(=O)c2cc(NS(=O)(=O)c3cccs3)ccc2O[C@@H](C)CCCCO[C@H]1CN(C)Cc1ccc2c(c1)OCO2	-13	.	0.2	.	-5	2.6	3	-4
C[C@@H]1CN([C@H](C)CO)C(=O)Cc2cc(NS(=O)(=O)c3ccccc3)ccc2O[C@@H]1CN(C)C(=O)Nc1cccc2ccccc12	7	-16	0.1	0	3	-2.0	14	-9
C[C@@H]1CN([C@@H](C)CO)C(=O)c2cccc(N(C)C)c2O[C@H]1CN(C)C(=O)Nc1cccc2ccccc12	-21	17	-0.9	2	1	0.0	0	10
O=C(c1cccnc1)N1C[C@@H]2[C@H](c3ccccc31)[C@H](CO)N2C(=O)Nc1ccccc1F	-2	1	0.3	0	-5	0.9	4	-10
Cc1cc(C)cc(OCC(=O)N(C)CC(=O)Nc2ccc(Cl)c(C(F)(F)F)c2)c1	-12	-11	0.3	-3	-2	1.2	-3	2
C[C@@H]1CN([C@@H](C)CO)S(=O)(=O)c2ccc(-c3cncnc3)cc2O[C@@H]1CN(C)Cc1cncnc1	25	18	-0.8	-1	1	2.3	-7	-1
CCOc1c2ccc(C(=O)NCc3ccc(C)cc3)cc2nn1CCOC	-7	-9	-0.1	3	1	-0.9	16	-3
Cc1c(CN(C)C)c2c(n1Cc1ccccc1)C(=O)c1ccccc1-2	1	.	.	.	-2	.	15	32
COc1ccc(C#Cc2ccc3c(c2)[C@]2(C(=O)N3)[C@H](C(=O)N3CCCCCCC3)[C@H]3C(=O)O[C@H](c4ccccc4)[C@H](c4ccccc4)N3[C@@H]2c2ccc(O)cc2)cc1	.	0	.	0	.	-6.1	-9	-2
C[C@@H]1CCCCO[C@@H](CN(C)C(=O)Nc2ccc(C(F)(F)F)cc2)[C@H](C)CN([C@H](C)CO)C(=O)c2cc(NS(=O)(=O)c3ccc(F)cc3)ccc2O1	7	-32	0.2	-3	-4	-0.7	0	-3
CC(C)NC(=O)N(C)C[C@H]1Oc2ccc(NC(=O)C3CCCCC3)cc2CC(=O)N([C@@H](C)CO)C[C@@H]1C	5	-8	0.4	-3	0	-0.7	0	1
Cc1noc(C)c1S(=O)(=O)Nc1ccc2c(c1)C(=O)N([C@H](C)CO)C[C@H](C)[C@@H](CN(C)Cc1ccc(Cl)c(Cl)c1)OCCCC[C@@H](C)O2	-10	-6	0.2	-1	0	1.5	-4	-7
CC(Sc1nnc2ccccn12)C(=O)Nc1ccc2c(c1)OCCO2 (stereo not given)	16	-4	-0.1	0	.	-2.4	14	.
Cc1cccc(-n2ncc(C#N)c2N)c1	-1	.	.	.	-3	.	21	-5
C[C@H](CO)N1C[C@H](C)[C@H](CN(C)S(=O)(=O)c2cn(C)cn2)Oc2ncc(/C=C/c3ccccc3)cc2C1=O	-1	4&5	-0.8	-3&-3	-6&-14	.	11&-7	5&-3
CCCCn1c(N)c(N(C)C(=O)C2CCCC2)c(=O)[nH]c1=O	10	-3	0.3	1	5	-1.0	0	0
COc1ccccc1NC(=O)N(C)C[C@H]1Oc2ncc(C#CCN(C)C)cc2C(=O)N([C@@H](C)CO)C[C@@H]1C	14	9	-0.3	0	-5	-1.6	-1	-1
CC(C)C(=O)Nc1ccc(-c2nc3ncccc3o2)cc1	0	-12	0.0	6	-18	2.8	-3	1
O=C(Nc1ccccc1F)N(Cc1ccc(F)cc1)Cc1nc2ccccc2c(=O)[nH]1	5	-9	0.0	-1	.	0.0	-2	.
C=CCN1[C@@H](C)[C@H](c2ccccc2)Oc2cccc(N3CCCC3)c2S1(=O)=O	9	-5	0.2	-5	.	-2.9	.	.
O=S(=O)(NC1CC1)c1ccc(S(=O)(=O)N2CCCc3ccccc32)cc1	-17	-15	.	-4	10	.	-3	16

# Pulled one by one from the entries so far:
mol	GSIS activator	RAD52 anneal inh	Xi reactivation	ERAP1 inh	esBAF inh	F508del corr	ARNT-TACC3 inh	RAD54 inh
Cc1cccc(-n2ncc(C#N)c2N)c1	-1	.	.	.	-3	.	21	-5
COc1ccccc1NC(=O)N(C)C[C@H]1Oc2ncc(C#CCN(C)C)cc2C(=O)N([C@@H](C)CO)C[C@@H]1C	14	9	-0.3	0	-5	-1.6	-1	-1

# Following part.
mol	GSIS activator	RAD52 anneal inh	Xi reactivation	ERAP1 inh	esBAF inh	F508del corr	ARNT-TACC3 inh	RAD54 inh
Cc1ccc(S(=O)(=O)NCC[C@@H]2CC[C@@H](NC(=O)Nc3cccc(F)c3)[C@H](CO)O2)cc1	8	5	0.2	-4	4	3.6	-6	6
C[C@@H]1CN([C@@H](C)CO)C(=O)Cc2cc(NS(=O)(=O)c3cccs3)ccc2O[C@@H]1CN(C)Cc1ccc(C(=O)O)cc1	8	4	-0.4	2	1	3.3	-10	-5
O=C(COc1ccc(Br)cc1)NCCN1CCCC1	-3	4	0.1	-1	3	1.7	-6	-7
CCOc1ccccc1C(=O)OCC(=O)Nc1cccc(S(=O)(=O)N2CCCC2)c1	-11	-18	0.1	0	12	-2.6	1	-5
CC(C(=O)NCC1CCCCC1)N1CCN(S(=O)(=O)c2cccs2)CC1 (stereo not given)	0	-25	0.0	-2	13	-0.2	18	-4
COc1ccc(Cl)cc1N(C(=O)c1ccco1)C(C(=O)NC1CCCC1)c1cccnc1 (stereo not given)	-12	7	0.2	-3	3	1.5	-2	3
CN(C)/C=C/C(=O)c1ccc(Br)cc1	3	-32	0.0	-3	.	.	0	1
CC(C)c1ccc(CNc2ncc(Br)cn2)cc1	19	-15	0.1	-8	73*	2.3	-6	6
O=c1[nH]c2ccc(NCc3ccc(F)cc3)cc2[nH]1	19	-2	0.2	-3	2	-0.4	2	6
COCCN1CCC(CNCc2cn(-c3cc(C)ccc3C)nc2-c2ccccc2)C1 (stereo not given)	13	-84	0.4	12	.	.	.	.
CC(Sc1nnc(C2CC2)n1C1CC1)C(=O)Nc1cccc(S(=O)(=O)N(C)C)c1 (stereo not given)	13	-10	-0.2	1	2	3.7	-6	-4
O=C(Nc1cccc(S(=O)(=O)NCc2ccco2)c1)c1cc(-c2ccc(F)cc2)nc2ccccc12	0	-26	0.0	6	.	.	-11	-3
COc1ccc(Nc2nc(N)nc(CSC(=S)N3CCN(c4ccccc4)CC3)n2)cc1	7	-3	0.0	-1	.	1.8	4	.
CC(=O)c1ccccc1NC(=O)c1cc(S(=O)(=O)N2CCOCC2)ccc1N1CCCC1	12	-13	0.0	1	8	-1.1	-4	-3
COc1cccc(NC(=O)c2ccc(S(=O)(=O)N3CCCCC3)cc2)c1	.	-1	0.1	2	11	2.0	.	-7
O=C(NCc1ccccn1)c1ccccc1OCc1ccc(Cl)cc1Cl	49*	0	0.8	-3	-8	-0.4	-10	-2
CCC1CCCCN1C(=O)COc1ccc2c3c(c(=O)oc2c1)CCC3 (stereo not given)	-5	-5	-0.2	2	2	-2.5	14	-16
Cc1cccc(Nc2nnc(SCC(=O)NC3CCCc4ccccc43)s2)c1C (stereo not given)	-32	-24	0.0	-2	.	-2.1	-1	.
CCc1cc2c(=O)c(-c3ccon3)c(N)oc2cc1OC	3	-1	.	-5	50*	3.4	-9	.
C[C@@H]1CCCCO[C@H](CN(C)C(=O)CCC(F)(F)F)[C@@H](C)CN([C@@H](C)CO)C(=O)c2cc(NC(=O)c3ccccc3)ccc2O1	-36	14	-0.1	-1	6	-1.6	-3	-1
Cc1cccc(N2CCN(C(=O)c3ccc4c(c3)CCN4S(C)(=O)=O)CC2)c1C	0	-12	0.2	-2	.	1.4	-5	.
C/C(=N\N1C(=O)c2ccccc2NC1c1ccccc1)c1ccccc1O (stereo not given)	4	-9	0.0	1	-7	1.9	-1	.
O=C(NCC[C@H]1CC[C@@H](NC(=O)C2CCCC2)[C@H](CO)O1)c1ccc(F)cc1	10	-8	0.0	-1	6	-2.1	-7	-2
O=C(NCCc1ccncc1)[C@H]1[C@H](CO)[C@H]2Cn3c(ccc(-c4ccncc4)c3=O)[C@@H]1N2	-2	3	0.0	2	-7	0.0	5	-7
C[C@H](O)C#Cc1ccc([C@H]2[C@H](CO)N3CCCCN(C(=O)c4ccncc4)C[C@@H]23)cc1	13	4	0.4	2	-3	0.1	-13	-3
Cc1ccc(S(=O)(=O)Nc2ccc3c(c2)C(=O)N([C@H](C)CO)C[C@@H](C)[C@H](CN(C)S(=O)(=O)c2ccccc2)OCCCC[C@H](C)O3)cc1	-20	-8	0.1	0	-2	-2.9	-4	0
CC(C)CC#Cc1ccc([C@H]2[C@H]3CN(C(=O)c4cnccn4)CC(=O)N3[C@H]2CO)cc1	54*	0	0.9	0	.	-1.5	.	.
c1csc(-c2ccc(N3CCOCC3)nn2)c1	.	-3	0.0	-6	-41	-3.2	-1	-4
Cc1cc2c3c(c1C)C1(C(=O)N3C(C)(C)CC2C)C(C#N)=C(N)Oc2n[nH]c(C)c21 (stereo not given)	2	-9	.	0	-1	2.3	.	7
COc1ccc2[nH]c(CN3CCN(C(C)C)C(CCO)C3)c(C)c2c1 (stereo not given)	20	-6	4.1	-1	-5	0.1	-5	-1
Cc1ccnc2nc(C(=O)OCCOc3ccc(Cl)cc3)nn12	-10	-12	0.1	5	.	-0.1	-1	.
O=C(Cc1ccccc1)N1CC2(C1)[C@H](c1ccccc1)[C@@H](CO)N2C(=O)Cc1ccccc1	-9	-56	0.2	0	.	0.2	.	.
Cc1cc(C)c(S(=O)(=O)N2CCCC(C(=O)NCc3cccnc3)C2)c(C)c1 (stereo not given)	19	1	0.0	1	.	-4.2	0	-5
Oc1ccccc1C1CC(c2cccs2)=NC(c2cccc(Br)c2)N1 (stereo not given)	7	-26	0.0	-4	26	1.3	0	-6
Cc1ccsc1C(=O)N(Cc1nnc(-c2ccccc2Cl)o1)C1CC1	4	-20	0.2	0	14	-1.2	4	7
